CFTR F508del cor: F508del CFTR correction, initial screen, CFBE line, single point; CFBE cells, YFP halide quenching; stimulated with forskolin plus potentiator P3; % fluorescence drop versus neutral controls; activity (quench increase), % at 7.58 µM; 0.36% of 350,000 active; AID 720511, 2013;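 active = mean added fluorescence quench of at least 8% versus neutral control, with both replicates also reaching 8%; inconclusive = only one of the mean or replicate conditions met; inactive = mean below 8% and not both replicates reaching 8%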;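 note: cells transiently co-express mutant CFTR-F508del with the halide-sensitive YFP; corrector assay measuring rescue of mutant channel to the surface after 24 h compound exposure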
ERAP1 HTS inh: human ERAP1 aminopeptidase inhibitors, primary screen, biochemical, single point, plate reader. recombinant ERAP1, Leu-AMC fluorescence, 60 min. inhibition, % at 10.7 µM. AID 652197, 2013. 0.15% of 340,000 active. Endoplasmic reticulum aminopeptidase 1 (Homo sapiens), Q9NZ08;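 active = mean replicate inhibition of at least 30%, or all replicates individually reaching that 30% level; inactive = mean below 30% and not every replicate reaching it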;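 note: 0% = neutral control wells and 100% = L-leucinethiol positive control wells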
SIRT5 inh: SIRT5 desuccinylase inhibitors, primary screen, biochemical, fluorescence imaging, single point, set 5 | NAD-dependent protein deacylase sirtuin-5, mitochondrial (Homo sapiens), Q9NXA8 | 1.1% of 330,000 active | inhibition, % at 15 µM | Purified SirT5, succinyl-peptide AMC, trypsin-coupled fluorescence; in the data active = inhibition above about 15%; inconclusive = no clear call, values can overlap the other calls
Target sequence (Q9NXA8 whole entry, looked up): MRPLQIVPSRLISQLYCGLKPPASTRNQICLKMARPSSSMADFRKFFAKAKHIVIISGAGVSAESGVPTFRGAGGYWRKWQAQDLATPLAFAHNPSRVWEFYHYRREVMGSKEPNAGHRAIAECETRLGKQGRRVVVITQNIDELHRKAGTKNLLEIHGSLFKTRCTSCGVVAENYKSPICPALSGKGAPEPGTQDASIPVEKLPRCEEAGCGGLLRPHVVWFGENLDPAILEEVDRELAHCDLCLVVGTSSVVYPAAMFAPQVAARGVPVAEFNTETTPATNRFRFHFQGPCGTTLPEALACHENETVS
DENV2 CPE rescue: inhibitors of DENV2 cytopathic effect, primary screen, cell-based, plate reader, single concentration | CPE inhibition, % at 9.99 µM | AID 651640, 2012 | 1.7% of 350,000 active | DENV2-infected cells, cytopathic effect rescue; in the data active = CPE inhibition above about 20%, passing the limit was not always enough; inconclusive = no clear call, values can overlap the other calls; tested in BHK-21 cells;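 note: 0% = median of neutral control wells and 100% = median of positive control wells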
ERp5 inh: inhibitors of ERp5-driven insulin aggregation, primary screen, biochemical, turbidity, absorbance 650 nm, single point. Protein disulfide-isomerase A6 (Homo sapiens), Q15084. 90 min. inhibition, % at 9.99 µM. 0.05% of 350,000 active. AID 651711, 2012;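 active = mean replicate inhibition above about 25%, with every replicate also reaching it, limit read from the data, passing the limit was not always enough; inconclusive = only one of those two criteria met; inactive = neither criterion met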
Target sequence (Q15084 whole entry, looked up): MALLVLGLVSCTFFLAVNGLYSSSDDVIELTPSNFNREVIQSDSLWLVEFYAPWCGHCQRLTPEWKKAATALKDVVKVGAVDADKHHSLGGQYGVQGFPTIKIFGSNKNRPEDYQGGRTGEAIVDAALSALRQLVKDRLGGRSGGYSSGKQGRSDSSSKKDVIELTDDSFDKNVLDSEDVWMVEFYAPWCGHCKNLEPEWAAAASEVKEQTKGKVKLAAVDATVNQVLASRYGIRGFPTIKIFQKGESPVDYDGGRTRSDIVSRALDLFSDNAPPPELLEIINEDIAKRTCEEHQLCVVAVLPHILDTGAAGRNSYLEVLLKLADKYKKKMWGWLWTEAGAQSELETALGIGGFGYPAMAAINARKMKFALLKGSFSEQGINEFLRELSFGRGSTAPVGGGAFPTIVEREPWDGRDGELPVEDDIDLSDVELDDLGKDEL
miR122 inh: miR-122 Renilla sensor signal increase in Huh7, primary screen, miR-122 inhibitor project, cell-based, single point, plate reader; activation (reporter increase), % at 12.5 µM; Huh7 miR-122 Renilla luciferase sensor, 48 h; neutral wells = 0, positive control = 100; 0.3% of 340,000 active;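 active = mean replicate activation score at least 90 and every replicate individually at or above 90; inconclusive = only one of the two criteria met; inactive = neither criterion met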;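 note: higher luciferase means less miR-122 activity so hits act as miR-122 inhibitors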
CASP6 VEID inh: human caspase-6 inhibitors, primary screen, biochemical, VEID-R110 fluorescence, single point, set 2 | inhibition, % at 12.5 µM | 0.53% of 350,000 active | purified caspase-6, Z-VEID-R110 cleavage fluorescence | P55212;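 active = mean inhibition across replicates at least about 35%, with every replicate also reaching that limit, limit read from the data; inconclusive = only one of the two criteria met; inactive = neither criterion met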;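 note: 0% = median of neutral control wells and 100% = no fluorescence left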
Target sequence (P55212 24-179 limits assumed): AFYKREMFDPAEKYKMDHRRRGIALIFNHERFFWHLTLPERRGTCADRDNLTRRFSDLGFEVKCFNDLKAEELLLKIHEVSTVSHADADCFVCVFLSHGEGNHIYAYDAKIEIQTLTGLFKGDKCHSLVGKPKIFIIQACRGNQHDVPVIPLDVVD
Target sequence (P55212 194-293 limits assumed): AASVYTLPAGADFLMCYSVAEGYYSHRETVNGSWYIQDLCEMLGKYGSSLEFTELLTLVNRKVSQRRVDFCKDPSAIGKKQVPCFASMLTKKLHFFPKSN
* = called active by the depositor; u = inconclusive; x = no result given; [ ] = another dose, or the depositor's remark.

compound	CFTR F508del cor	ERAP1 HTS inh	SIRT5 inh	DENV2 CPE rescue	ERp5 inh	miR122 inh	CASP6 VEID inh
CN(C)CC(=O)N1[C@@H](C#N)[C@@H](c2ccc(C#CC3CC3)cc2)[C@@H]1CO	1.9	1	9	-11	-3	x	0
CC(C)NC(=O)Nc1ccc2c(c1)C(=O)N([C@H](C)CO)C[C@@H](C)[C@H](CN(C)Cc1ccccc1)OCCCC[C@@H](C)O2	0.0	3	1	u	0	3[16.7 µM]	0
O=C(Nc1ccccc1OC(F)F)c1ccc(S(=O)(=O)N2CCCC2)cc1	-1.5	-2	-1	-1	-2	-1	1
CC(=O)N1c2ccc(S(=O)(=O)N3CCCC(C(=O)Nc4ccc(F)cc4)C3)cc2CC1C (stereo not drawn)	-2.6	3	x	4	4	-7	-1
Cc1noc(C)c1NC(=O)N(C)C[C@H]1Oc2ccc(NC(=O)CCCN(C)C)cc2C(=O)N([C@@H](C)CO)C[C@@H]1C	0.4	2	10	-18	-3	x	-5
COC(=O)c1cc(C)nc2c1c(C)nn2-c1ccccc1	1.7	2	-1	2	-6	-7	0
C[C@H](CO)N1C[C@H](C)[C@@H](CN(C)CC2CCCCC2)Oc2ccc(NC(=O)Nc3ccc4c(c3)OCO4)cc2CC1=O	3.1	1	16*	29*	4	11[16.7 µM]	-1
Cc1ccc(-c2csc3ncnc(SCC(N)=O)c23)cc1	2.1	-2	-4	-4	-6	x	4
O=C(Cc1cccnc1)N[C@H]1CC[C@H](CCn2cc(-c3ccccc3F)nn2)O[C@H]1CO	5.0	1	-1	20*	-4	x	1
Cc1ccc(NC(=O)c2oc3ccccc3c2C)nc1	-3.2	2	-3	-5	4	22	1
COCC#Cc1ccc([C@H]2[C@@H](CO)N3C(=O)CN(C(=O)c4ccncc4)C[C@@H]23)cc1	-2.9	6	-2	8	0	x	2
C[C@@H]1CN([C@@H](C)CO)C(=O)c2cc(C3=CCCCC3)cnc2O[C@H]1CN(C)C(=O)CN1CCOCC1	0.1	-1	-6	-8	12	x	-3
O=C(Cc1ccccc1[N+](=O)[O-])NCCC1=CCCCC1	3.5	-3	0	-1	2	x	x
Cc1ccc2nc3n(c(=O)c2c1)-c1ccccc1C(=O)NC3CC(C)C (stereo not drawn)	4.8	x	-2	-3	-4	x	-1
CC=Cc1ccc2n(c1=O)C[C@@H]1[C@@H](CO)[C@H](C(=O)N[C@@H](C)c3ccccc3)[C@H]2N1Cc1ccccc1 (mixture of isomers)	0.5	-1	-3	13	6	x	1

Ordered by length of the SMILES (descending): part of the list above
compound	CFTR F508del cor	ERAP1 HTS inh	SIRT5 inh	DENV2 CPE rescue	ERp5 inh	miR122 inh	CASP6 VEID inh
CC(C)NC(=O)Nc1ccc2c(c1)C(=O)N([C@H](C)CO)C[C@@H](C)[C@H](CN(C)Cc1ccccc1)OCCCC[C@@H](C)O2	0.0	3	1	u	0	3[16.7 µM]	0
COCC#Cc1ccc([C@H]2[C@@H](CO)N3C(=O)CN(C(=O)c4ccncc4)C[C@@H]23)cc1	-2.9	6	-2	8	0	x	2
O=C(Cc1ccccc1[N+](=O)[O-])NCCC1=CCCCC1	3.5	-3	0	-1	2	x	x

SIRT5 inh, hit marks shown above
compound	CFTR F508del cor	ERAP1 HTS inh	SIRT5 inh	DENV2 CPE rescue	ERp5 inh	miR122 inh	CASP6 VEID inh
C[C@H](CO)N1C[C@H](C)[C@@H](CN(C)CC2CCCCC2)Oc2ccc(NC(=O)Nc3ccc4c(c3)OCO4)cc2CC1=O	3.1	1	16*	29*	4	11[16.7 µM]	-1

(continued)
compound	CFTR F508del cor	ERAP1 HTS inh	SIRT5 inh	DENV2 CPE rescue	ERp5 inh	miR122 inh	CASP6 VEID inh
CN(C)c1ccc(CC(=O)N2CCCC(c3cc(C(=O)Nc4ccccc4)no3)C2)cc1 (stereo not drawn)	1.3	2	-1	17	-3	2	-2
COc1ccc2c(c1)[N+](C)(C)C(C)(C)C=C2C	1.8	45*	1	-3	-2	x	-4
CCC(=O)Nc1ccc2c(c1)C(=O)N(C)C[C@H](OC)[C@@H](C)CN(C(=O)Cc1cccnc1)[C@H](C)CO2	-3.0	-3	2	-3	3	-4[16.7 µM]	x
O=C(Nc1nnc(C2=COCCO2)o1)c1ccc(Cc2ccccc2)cc1	-1.5	-1	0	-6	-3	x	8
CNC[C@H]1OCCCC[C@@H](C)Oc2ccc(NC(=O)Nc3c(C)noc3C)cc2C(=O)N([C@H](C)CO)C[C@H]1C	-5.5	7	-4	-1	-1	3[16.7 µM]	0
O=C(O)c1[nH]c2ccccc2c1C(c1cc(Br)ccc1O)c1c(C(=O)O)[nH]c2ccccc12	2.4	5	4	2	3	-4	15
CNC[C@H]1Oc2ccc(NS(=O)(=O)c3cccs3)cc2C(=O)N([C@H](C)CO)C[C@H]1C	-0.9	3	5	-4	3	-3[16.7 µM]	-3
N#Cc1c(C(F)(F)F)cc(-c2cccs2)nc1SCC(=O)O	-0.1	-1	2	-4	-5	3	-1
Cc1ccc(NC(=O)Nc2ccc3c(c2)C(=O)N(C)[C@H]2CC[C@H](CC(=O)O)O[C@@H]2CO3)cc1	-2.9	2	-4	-10	1	-1[16.7 µM]	2
CC1(C)C(c2ccccc2)=NC(c2ccc(Br)cc2)N1O (stereo not drawn)	1.6	4	-4	-3	13	x	-1
COc1ccc(/C=C/C(=O)C2(O)CCCCC2)cc1	0.3	5	1	-3	-5	-24	1
COc1ccc(C2CC(c3cccs3)=NN2C(=O)CSC2=NCCS2)cc1 (stereo not drawn)	2.7	-1	0	-3	-11	6	0
COc1ccc(-c2ccc(C(=O)Nc3ccc4c(c3)OCO4)c3occc23)c(C)c1	1.0	10	-5	4	0	4	0
COC(=O)N/N=C/c1cn(CCOc2ccccc2)c2ccccc12	-1.8	0	0	1	3	x	1
Cc1cc(C)nc(N/N=C/c2cc3c(cc2[N+](=O)[O-])OCO3)n1	-0.5	3	-6	u	-4	x	-1

Pulled by structure from the entries so far (2):
compound	CFTR F508del cor	ERAP1 HTS inh	SIRT5 inh	DENV2 CPE rescue	ERp5 inh	miR122 inh	CASP6 VEID inh
O=C(Nc1nnc(C2=COCCO2)o1)c1ccc(Cc2ccccc2)cc1	-1.5	-1	0	-6	-3	x	8
N#Cc1c(C(F)(F)F)cc(-c2cccs2)nc1SCC(=O)O	-0.1	-1	2	-4	-5	3	-1

The list continues:
compound	CFTR F508del cor	ERAP1 HTS inh	SIRT5 inh	DENV2 CPE rescue	ERp5 inh	miR122 inh	CASP6 VEID inh
COc1ccccc1CNS(=O)(=O)c1ccc2c(c1)CC(C)N2C(=O)C1CCC1 (stereo not drawn)	-1.5	-6	1	3	1	9	2
C=CCOc1ccnc(-c2ccccc2)n1	1.1	1	6	0	2	x	0
COc1ccc(S(=O)(=O)Nc2ccc3cn[nH]c3c2)cc1C	-0.9	11	0	0	-6	x	5
CCOC(=O)c1c2ccccc2[n+]([O-])n1[C@@H](C)C(N)=O	0.6	5	3	-12	-4	x	-1
CC(=O)Nc1ccc(NC(=O)C2CCCN(S(=O)(=O)c3ccc(Cl)cc3)C2)cc1 (stereo not drawn)	1.2	2	0	1	3	-3	0
CNc1ccc([N+](=O)[O-])cc1C(=O)O	2.5	x	3	4	3	x	-2
O=C(NNc1c2ccccc2nc2ccccc12)c1ccccc1O	-1.2	-1	2	4	1	-8	3
O=C(CNC(=O)C1CCCCC1)OCC(=O)c1ccc(F)cc1	-0.6	0	-1	-4	-3	-9	0
O=S(=O)(NCc1ccccn1)c1cc(OCC(F)(F)F)ccc1OCC(F)(F)F	-0.3	1	-3	0	1	x	0
COc1ccccc1CCNC(=O)C(=O)NCC1OCCN1S(=O)(=O)c1ccc(OC)c(OC)c1 (stereo not drawn)	1.1	-2	-6	3	0	-7	0
Cc1ccc(OCc2cc(C(=O)NCC(C)c3ccccc3)no2)cc1C (stereo not drawn)	2.1	3	0	-4	-5	x	-2
C[C@@H](C(=O)NCC1CC1)[C@@H]1C[C@@]1(C)[C@@H](NC(=O)OCc1ccccc1)c1ccccc1	-2.0	1	x	-4	-1	x	-3
O=C(CN1C(=O)c2ccccc2C1=O)Nc1nccs1	-0.9	4	-6	0	-8	x	-1
COc1ccc(CN(C)C[C@@H]2Oc3c(NC(=O)Nc4ccc(OC)cc4)cccc3C(=O)N([C@H](C)CO)C[C@@H]2C)cc1	0.0	1	-4	-4	6	0[16.7 µM]	x
COc1ccc(S(=O)(=O)N(C)C[C@H]2Oc3ccc(NS(=O)(=O)c4ccc(Cl)cc4)cc3C(=O)N([C@@H](C)CO)C[C@H]2C)cc1	2.3	4	7	-8	1	7[16.7 µM]	-1

In the list so far, two have a Cl atom.
compound	CFTR F508del cor	ERAP1 HTS inh	SIRT5 inh	DENV2 CPE rescue	ERp5 inh	miR122 inh	CASP6 VEID inh
CC(=O)Nc1ccc(NC(=O)C2CCCN(S(=O)(=O)c3ccc(Cl)cc3)C2)cc1 (stereo not drawn)	1.2	2	0	1	3	-3	0
COc1ccc(S(=O)(=O)N(C)C[C@H]2Oc3ccc(NS(=O)(=O)c4ccc(Cl)cc4)cc3C(=O)N([C@@H](C)CO)C[C@H]2C)cc1	2.3	4	7	-8	1	7[16.7 µM]	-1

Next structures.
compound	CFTR F508del cor	ERAP1 HTS inh	SIRT5 inh	DENV2 CPE rescue	ERp5 inh	miR122 inh	CASP6 VEID inh
COc1ccc2c3c([nH]c2c1)[C@H](CO)N(C(=O)c1ccncc1)CC31CCN(C(=O)Nc2cccc(F)c2)CC1	-0.2	-3	-2	20	0	x	3
O=C(c1cnccn1)N1CC(=O)N2[C@H](CO)[C@@H](c3ccc(-c4cccc(F)c4)cc3)[C@@H]2C1	1.9	-1	-2	5	-3	x	1
Cc1cc(OCC(=O)C(C)(C)C)c2c(-c3ccccc3)cc(=O)oc2c1	0.6	-2	0	-3	-5	-7	-1
CS(=O)(=O)Nc1cccc(NC(=O)C2Cc3c(-c4ccco4)ccnc3O2)c1 (stereo not drawn)	1.5	0	x	-10	-2	-4	-2
Cc1ccc(S(=O)(=O)N2CCN3CCCC3C2)cc1 (stereo not drawn)	-1.8	3	-1	-3	-5	-2	0
CC(O)Cc1cn([C@@H](CCCCN)C(=O)N2CCNCC2)nn1 (stereo partly drawn)	3.0	3	x	25*	2	x	-25
CC(C)CC(C(=O)N1CCOCC1)N1Cc2ccccc2C1=O (stereo not drawn)	-2.9	1	-2	1	5	x	-2
C[C@@H]1CCCCO[C@H](CN(C)S(C)(=O)=O)[C@@H](C)CN([C@H](C)CO)C(=O)c2cc(NC(=O)c3ccncc3)ccc2O1	-1.9	0	3	-3	8	6[16.7 µM]	2
COC(=O)C1=C(C)N(C)C(=NCc2cccc(C(F)(F)F)c2)NC1c1ccccc1C(F)(F)F (stereo not drawn)	0.9	0	0	-15	1	x	4
CO[C@@H]1CN(C)C(=O)c2cc(NC(=O)C3CCCC3)ccc2OC[C@@H](C)NC[C@H]1C	0.8	0	-3	0	-1	-2[16.7 µM]	-2
